FLuc counter: qHTS profiling assay for firefly luciferase inhibitor/activator using purifed enzyme and Km concentrations of substrates (counterscreen for miR-21 project) | Potency, µM (series often up to 57.5 µM), for the others: top-dose activity change, negative = inhibition, most hits filed as inhibitors | actives 6.9% (n = 360,000) | purified FLuc, Km substrates, luminescence inhibition | Luciferin 4-monooxygenase (Photinus pyralis), P08659 | AID 588342, 2011; active = well fitted inhibition curve with a large enough effect; inconclusive = small, poorly fitted or top-dose-only effect;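 note: plate controls were vehicle for no effect and reference inhibitor for full effect; nearly all actives have a fitted effect of over 55% in size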
Target sequence (P08659 whole entry, looked up): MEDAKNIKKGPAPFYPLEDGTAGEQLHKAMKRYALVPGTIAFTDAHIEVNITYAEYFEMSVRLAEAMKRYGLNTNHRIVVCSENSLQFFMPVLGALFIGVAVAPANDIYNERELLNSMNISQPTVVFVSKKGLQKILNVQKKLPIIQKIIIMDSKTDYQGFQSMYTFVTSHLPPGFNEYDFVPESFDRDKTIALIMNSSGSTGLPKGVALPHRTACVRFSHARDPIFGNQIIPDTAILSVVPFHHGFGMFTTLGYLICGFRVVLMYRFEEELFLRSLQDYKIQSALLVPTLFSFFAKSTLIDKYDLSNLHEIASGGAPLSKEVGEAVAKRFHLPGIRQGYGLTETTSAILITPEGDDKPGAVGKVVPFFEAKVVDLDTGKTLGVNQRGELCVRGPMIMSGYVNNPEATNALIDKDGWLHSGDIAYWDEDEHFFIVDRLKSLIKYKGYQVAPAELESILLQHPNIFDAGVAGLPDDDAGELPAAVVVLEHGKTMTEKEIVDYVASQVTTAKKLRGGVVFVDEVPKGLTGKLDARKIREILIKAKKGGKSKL
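Biochemical qHTS of compounds, final roughly 60 µM downward over six points, against 10 nM purified firefly luciferase using Km concentrations of substrates (10 uM D-luciferin, 10 uM ATP) in Tris acetate pH 7.5 buffer; luminescence output.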
* hit, by the source's call. Potency is the fitted concentration of half-maximal effect.

What do the screens show for `CSCCC(NS(=O)(=O)c1ccc2c(c1)oc(=O)n2C)C(=O)N1CCN(c2ccc(F)cc2)CC1` (centres undefined)?
FLuc counter: -2.3%

What do the screens show for `O=C(CN1C(=O)CCSc2ccc(S(=O)(=O)N3CCCC3)cc21)Nc1cccc(F)c1`?
FLuc counter: 6.1%

How did COc1ccccc1CCNC(=O)Cc1c(C)c2c(cc(C)c3c(C)coc32)oc1=O do in these assays?
FLuc counter: -7.2%

How did COc1ccc(CCNC(=O)C2=C(C)C(=O)OC23CCCCC3)c(OC)c1 do in these assays?
FLuc counter: -2.9%

Results for Cc1cc(C)c2oc(C(=O)Nc3c(C(=O)c4ccc(F)cc4)oc4ccccc34)cc(=O)c2c1 ?
FLuc counter: 1.3%

Results for CCOC(=O)c1noc2nc(C)n(Cc3ccc([N+](=O)[O-])cc3)c(=O)c12 ?
FLuc counter: -2.2%

What do the screens show for `COc1ccccc1CNC(=O)CN1C(=O)CCc2cc(S(=O)(=O)N3CCCCC3)ccc21`?
FLuc counter: -4.3%

How did CCOc1ccc(-c2nnc(SCC(=O)NCCc3ccccc3)nc2-c2ccc(OCC)cc2)cc1 do in these assays?
FLuc counter: 6.4%

How did COc1ccc(-c2noc(-c3ccc(N4CCN(c5ccccc5)CC4)c([N+](=O)[O-])c3)n2)cc1 do in these assays?
FLuc counter: inconclusive

What do the screens show for `CCc1cccc(C)c1NC(=O)CN1C(=O)C2(SCC(=O)N2c2cc(C)cc(C)c2)c2ccccc21` (centres undefined)?
FLuc counter: 3.6%

What do the screens show for `Cc1cccc(CN2CCN(CC(=O)NCCc3ccc(Cl)cc3)C2=O)c1`?
FLuc counter: -6.3%

Results for COC(=O)c1c(NC(=O)c2cc(OC)c(OC)c(OC)c2Br)sc2c1CCC(C)C2 (centres undefined) ?
FLuc counter: -2.7%

What do the screens show for `O=C(Cn1nc(N2CCN(c3ccccc3)CC2)ccc1=O)NCc1ccccc1F`?
FLuc counter: -9.2%

How did Cc1cn(C)c(CC(=O)N2CCN(c3ccccc3F)CC2)c1C(=O)O do in these assays?
FLuc counter: 0.6%

Results for Cc1ccc(C)c(NC(=O)c2cc(S(=O)(=O)NCCC3=CCCCC3)ccc2F)c1 ?
FLuc counter: -10.5%

How did COc1cc(OC)cc(C(=O)NCCc2csc(-c3ccc(C(F)(F)F)cc3)n2)c1 do in these assays?
FLuc counter: -12.0%

How did COc1ccccc1C(=O)NCC(c1cccnc1)N1CCc2ccccc2C1 (centres undefined) do in these assays?
FLuc counter: 2.69µM*

What do the screens show for `CCN1CCN(Cc2nc3cc(NC(=O)c4cc(OC)c(OC)c(OC)c4)ccc3n2CC)CC1`?
FLuc counter: -6.6%

Results for COc1ccc(CCNC(=O)CSc2cn(CCNC(=O)c3c(F)cccc3F)c3ccccc23)cc1OC ?
FLuc counter: -8.9%

How did COc1ccc(N2C(=O)CSC23C(=O)N(Cc2ccc(C)cc2)c2ccccc23)cc1Cl (centres undefined) do in these assays?
FLuc counter: 2.9%

What do the screens show for `CCCS(=O)(=O)N1CC(=O)N(c2cc(C)cc(C)c2)C(C)(C(=O)NC2CCCCCC2)C1` (centres undefined)?
FLuc counter: -3.5%

Results for CCC(C(=O)Nc1ccccc1)n1nc(-c2cc(C)ccc2C)ccc1=O (centres undefined) ?
FLuc counter: -18.2%

What do the screens show for `O=C(NCCn1cc(SCc2cccc(F)c2)c2ccccc21)c1cccc(C(F)(F)F)c1`?
FLuc counter: -1.2%

Results for COc1ccc(C2CC(=O)c3cc(-c4nc(-c5cccc([N+](=O)[O-])c5)cs4)c(=O)n(-c4ccc(F)cc4)c3C2)cc1 (centres undefined) ?
FLuc counter: 1.4%

What do the screens show for `CCn1c(SCC(=O)N2CCC(C)CC2)nnc1-c1ccccc1O`?
FLuc counter: -2.5%

How did O=C(CCCCn1c(=O)c2ccccc2n(CC(=O)Nc2cccc(C(F)(F)F)c2)c1=O)NCc1ccc2c(c1)OCO2 do in these assays?
FLuc counter: 0.0%

Results for CN1CCN(CCCNC(=O)c2ccc3nc(Cc4ccccc4)oc3c2)CC1 ?
FLuc counter: 3.2%

How did COc1ccc(-c2nc3n(n2)C(c2ccccc2F)C(C(=O)Nc2cccnc2)=C(C)N3)cc1OC (centres undefined) do in these assays?
FLuc counter: 1.8%

Results for O=C(CSc1nc2c([nH]c3ccccc32)c(=O)n1-c1ccc(Cl)cc1)NCc1ccccc1 ?
FLuc counter: -0.5%

Results for CCOc1ccc(OCC)c(NC(=O)CN(c2ccc(C)cc2)S(=O)(=O)c2c(C)n[nH]c2C)c1 ?
FLuc counter: -2.4%

What do the screens show for `Cc1cc(Nc2ccccc2Cl)n2nc(-c3ccco3)nc2n1`?
FLuc counter: 0.7%

How did COc1ccc(NC(=O)Cn2c(-c3ccc(F)cc3)cc(C(C)=O)c2C)c(OC)c1 do in these assays?
FLuc counter: 1.3%

What do the screens show for `O=C(NCCc1ccc(Cl)cc1)c1nc(-c2cccc(F)c2)n2c1CCCCC2`?
FLuc counter: -16.4%

What do the screens show for `COc1ccc(-n2ccnc(NCCc3ccc(S(N)(=O)=O)cc3)c2=O)cc1Cl`?
FLuc counter: -1.8%

Results for Cc1ccc(-n2c3c(c(=O)[nH]c2=O)C(NC(=O)C(C)(C)C)(C(F)(F)F)C(=O)N3)cc1 (centres undefined) ?
FLuc counter: -1.0%

Results for CC(C)CC(C(=O)NCCc1ccccc1)N1Cc2ccccc2C1=O (centres undefined) ?
FLuc counter: -3.5%

Results for COc1ccc(C2(N3CCN(c4cccc(C)c4C)CC3)C(=O)c3ccccc3C2=O)cc1 ?
FLuc counter: 4.1%

How did Cc1ccc(Cn2cnc3nc4c(cc3c2=O)CCCC4)cc1 do in these assays?
FLuc counter: -17.2%

What do the screens show for `Cc1oc2ccc(O)c(CN3CCN(C)CC3)c2c1C(=O)Nc1ccc(C(C)C)cc1`?
FLuc counter: -3.1%

How did CCn1c(SCCOc2ccccc2F)nc2ccccc21 do in these assays?
FLuc counter: inconclusive

Results for CCN(CCCNC(=O)c1cc2c(=O)[nH]c3ccccc3c2s1)c1ccccc1 ?
FLuc counter: -1.3%

How did COC(=O)COc1ccc(C2C(C(=O)OC)=C(C)NC3=C2C(=O)c2ccccc23)cc1OC (centres undefined) do in these assays?
FLuc counter: inconclusive

Results for COc1cc(OC)c(NC(=O)N2CCOc3ccc(C)cc32)cc1Cl ?
FLuc counter: -3.8%

How did CC(CNC(=O)C1CCN(C(=O)N2CCOc3ccc(Cl)cc32)CC1)c1ccccc1 (centres undefined) do in these assays?
FLuc counter: -19.5%

Results for COc1ccc(N2CCN(C(=O)CSc3n[nH]c(-c4ccccc4Cl)n3)CC2)cc1 ?
FLuc counter: -15.7%

What do the screens show for `Cc1cc(C)n(-c2nc3cc(Cl)ccc3nc2Nc2ccc(CC(=O)O)cc2)n1`?
FLuc counter: inconclusive

How did CC(C)(C)C(=O)Cn1c(=O)n(CCCCCC(=O)NCc2ccc3c(c2)OCO3)c(=O)c2sccc21 do in these assays?
FLuc counter: -15.6%

What do the screens show for `CCOc1ccc(NC(=O)CCc2c(C)nc3nc(-c4cc(OC)cc(OC)c4)nn3c2C)cc1`?
FLuc counter: -9.4%

How did O=C(CCCn1c(=O)[nH]c2ccccc2c1=O)NCc1ccccc1Cl do in these assays?
FLuc counter: inconclusive

What do the screens show for `Cc1ccc(-n2ncc3c(NC4CCCCC4)ncnc32)cc1C`?
FLuc counter: 0.601µM*

Reprinted from the listing for reference:
How did O=C(CCCCn1c(=O)c2ccccc2n(CC(=O)Nc2cccc(C(F)(F)F)c2)c1=O)NCc1ccc2c(c1)OCO2 do in these assays?
FLuc counter: 0.0%

Results for CN1CCN(CCCNC(=O)c2ccc3nc(Cc4ccccc4)oc3c2)CC1 ?
FLuc counter: 3.2%

How did COc1ccc(-c2nc3n(n2)C(c2ccccc2F)C(C(=O)Nc2cccnc2)=C(C)N3)cc1OC (centres undefined) do in these assays?
FLuc counter: 1.8%

Results for O=C(CSc1nc2c([nH]c3ccccc32)c(=O)n1-c1ccc(Cl)cc1)NCc1ccccc1 ?
FLuc counter: -0.5%

Results for CCOc1ccc(OCC)c(NC(=O)CN(c2ccc(C)cc2)S(=O)(=O)c2c(C)n[nH]c2C)c1 ?
FLuc counter: -2.4%

What do the screens show for `Cc1cc(Nc2ccccc2Cl)n2nc(-c3ccco3)nc2n1`?
FLuc counter: 0.7%

How did COc1ccc(NC(=O)Cn2c(-c3ccc(F)cc3)cc(C(C)=O)c2C)c(OC)c1 do in these assays?
FLuc counter: 1.3%

What do the screens show for `O=C(NCCc1ccc(Cl)cc1)c1nc(-c2cccc(F)c2)n2c1CCCCC2`?
FLuc counter: -16.4%

What do the screens show for `COc1ccc(-n2ccnc(NCCc3ccc(S(N)(=O)=O)cc3)c2=O)cc1Cl`?
FLuc counter: -1.8%

Results for Cc1ccc(-n2c3c(c(=O)[nH]c2=O)C(NC(=O)C(C)(C)C)(C(F)(F)F)C(=O)N3)cc1 (centres undefined) ?
FLuc counter: -1.0%

Results for CC(C)CC(C(=O)NCCc1ccccc1)N1Cc2ccccc2C1=O (centres undefined) ?
FLuc counter: -3.5%

Results for COc1ccc(C2(N3CCN(c4cccc(C)c4C)CC3)C(=O)c3ccccc3C2=O)cc1 ?
FLuc counter: 4.1%

Continued:
Results for CC(C)CCNC(=O)CN1C(=O)CCn2nc(-c3cn(C)c4ccccc34)cc21 ?
FLuc counter: 7.5%

Results for CC(=O)c1ccc(S(=O)(=O)N2CCn3cccc3C2c2ccc(C)cc2)cc1 (centres undefined) ?
FLuc counter: -9.5%

How did COc1cccc(NC(=O)CC2C(=O)OCCN2Cc2ccccc2)c1 (centres undefined) do in these assays?
FLuc counter: 0.2%

How did O=S(=O)(c1ccc(Cl)cc1)c1nnn2c1nc(NC1CCCCC1)c1sccc12 do in these assays?
FLuc counter: -1.0%

How did Cc1ccc(C2=Nc3ccccc3N(CC(=O)Nc3ccccc3F)C(=O)C2)cc1C do in these assays?
FLuc counter: inconclusive

What do the screens show for `COc1ccc(C(=O)Nc2cc(-c3nc4ccccc4s3)ccc2OC)cc1`?
FLuc counter: inconclusive

How did Cc1cc(=O)n(CC(=O)NCCC(C)C)c2c1c(C)nn2C do in these assays?
FLuc counter: 0.7%

What do the screens show for `CCn1cc(C(=O)NCCc2ccc(C)cc2)c(=O)c2cc(S(=O)(=O)N3CCC(C)CC3)ccc21`?
FLuc counter: -5.9%

Results for Cc1nnsc1C(=O)Oc1ccc(C(C)C)cc1 ?
FLuc counter: inconclusive

How did CCOC(=O)c1[nH]c(C)c(CCC(=O)N2CCN(c3ccc(Cl)cc3)CC2)c1C do in these assays?
FLuc counter: -0.9%

How did CCOC(=O)c1cc(-c2ccccc2)n(CCCC(=O)Nc2ccc(C)c(C)c2)c1C do in these assays?
FLuc counter: 1.1%

What do the screens show for `CCc1ccc(S(=O)(=O)c2c(C(=O)c3ccc(C)c(C)c3)cnc3ccccc23)cc1`?
FLuc counter: 4.1%

How did COc1ccc(C2=C(C)C(N3CCN(c4ccc(OC)cc4)CC3)=NS2(=O)=O)cc1 do in these assays?
FLuc counter: 4.3%

Results for Cc1ccc(S(=O)(=O)N(CC(=O)NCCc2ccc(Cl)cc2)c2ccccc2C)cc1 ?
FLuc counter: -9.8%

What do the screens show for `Cc1ccc(CSc2nc(=O)c3c(C)cc(C)nc3n2C2CC2)cc1`?
FLuc counter: inconclusive

What do the screens show for `Cc1ccc(C(=O)Nc2cccc(C(=O)OCc3cc(=O)n4c5c(sc4n3)CCCC5)c2)cc1`?
FLuc counter: inconclusive

Results for CCCCCn1c(=O)[nH]c2cc(C(=O)N3CCN(c4cccc(C)c4)C(C)C3)ccc2c1=O (centres undefined) ?
FLuc counter: -6.7%

How did O=C(CN1CCSc2ccccc21)N1CCN(c2ccccc2)CC1 do in these assays?
FLuc counter: -5.6%

What do the screens show for `CCOc1ccc(Nc2c(S(=O)(=O)c3ccccc3)cnc3ccc(CC)cc23)cc1`?
FLuc counter: 12.7%

What do the screens show for `CCC(=O)N1c2ccccc2CC1C(=O)NCc1ccc(CC)cc1` (centres undefined)?
FLuc counter: 3.3%

Results for CCOC(=O)c1cnc2c(ccc3ccccc32)c1Nc1cccc(Cl)c1 ?
FLuc counter: -2.6%

Results for Cc1ccc2c(CC(=O)Nc3ccc(S(=O)(=O)Nc4nc(C)cc(C)n4)cc3)coc2c1 ?
FLuc counter: inconclusive

What do the screens show for `O=C(CSc1nc(=O)[nH]c2c1CCC2)NCc1ccc(Cl)cc1`?
FLuc counter: 4.4%

How did CCN(c1ccccc1)S(=O)(=O)c1cc(Br)cc2c1N(C(=O)C1CC1)CC2 do in these assays?
FLuc counter: -10.1%

Results for COc1ccccc1CNC(=O)C1CCN(c2nc3ccc(C)cc3[nH]2)CC1 ?
FLuc counter: -10.3%

How did COc1cccc(-n2c(SCC(=O)Nc3cccc(C)c3)nc3c([nH]c4ccccc43)c2=O)c1 do in these assays?
FLuc counter: 4.9%

Results for O=C(CCCc1ccccc1)NC1CC(=O)N(c2cccc(F)c2)C1 (centres undefined) ?
FLuc counter: 2.9%

How did COc1ccccc1C1C(C(=O)Nc2ccccc2)=C(C)Nc2nc(-c3ccccc3)nn21 (centres undefined) do in these assays?
FLuc counter: 5.4%

How did Cc1ccc(NC(=O)CN2C(=O)C(C)(C)c3ccccc32)cc1 do in these assays?
FLuc counter: 5.2%

What do the screens show for `Cc1cc(C)cc(OCCSc2nc(-c3cccs3)nc3cc(=O)[nH]n23)c1`?
FLuc counter: inconclusive

How did O=C(c1nc(-c2ccc(Cl)cc2)n2c1CCCCC2)N1CCN(c2ccc(F)cc2)CC1 do in these assays?
FLuc counter: 0.3%

What do the screens show for `CCn1c(C(=O)N2CCCC(C(=O)N3CCN(c4ccccc4)CC3)C2)cc2sccc21` (centres undefined)?
FLuc counter: -11.9%

Results for COc1ccc(-c2cc(C(=O)Nc3c(C)nn(Cc4ccc(F)cc4)c3C)no2)cc1OC ?
FLuc counter: -3.7%

Results for CCOC(=O)c1sc(NC(=O)c2nc3ncccn3n2)c(C(=O)OC(C)C)c1C ?
FLuc counter: 3.6%

These rows are one share of the data, so the mix of outcomes need not match the whole.
